Screens deposited in PubChem BioAssay by several laboratories.
SUMO Mot1 rescue = yeast Mot1-301 growth rescue at high temperature, primary screen, SUMOylation pathway inhibitor project, S. cerevisiae, ATP luminescence, 38.5C; growth rescue, % at 18.8 µM; 320,000 compounds, 1% hits; S. cerevisiae Mot1-301 growth rescue; percent above DMSO median, 100 means doubled;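 active = every valid replicate shows activation above 250% relative to neutral control wells; inactive = the rest, any valid replicate at or below 250%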;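 note: OY570 slx delta 5 strain wells were the positive control but not used for scaling; some compounds called inactive have numbers as strong as hits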
NSD2 HMT inh = NSD2 histone methyltransferase inhibitors, primary screen, biochemical, AlphaScreen, single concentration, set 2. Histone-lysine N-methyltransferase NSD2 (Homo sapiens), O96028. NSD2 peptide methylation, 120 min. inhibition, % at 12.5 µM. 310,000 compounds, 0.54% hits; in the data active = inhibition above about 50%
dFosB act = activators of delta FosB homodimer, primary screen, biochemical, fluorescence polarization, TAMRA-CDK5 oligo, single point; activation, % at 25 µM; 340,000 compounds, 0.99% hits; Protein FosB (Mus musculus), P13346; purified delta FosB; percent of positive-control signal above neutral wells; AID 493131, 2011;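 active = mean activation above about 17%, with every replicate also reaching it, limit read from the data, passing the limit was not always enough; inconclusive = only one of the two conditions met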;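 note: fluorescence polarization rise as delta FosB binds a TAMRA Cdk5 AP-1 oligo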
CDK5 p35 inh = inhibitors of human CDK5/p35 kinase, primary screen, biochemical, single concentration; AID 488839, 2010; 330,000 compounds, 0.01% hits; Cyclin-dependent kinase 5 (Homo sapiens) + Cyclin-dependent kinase 5 activator 1 (Homo …; Recombinant CDK5/p35, ADP-Glo luminescence, 60 min; inhibition, % at 10 µM;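 active = highest replicate inhibition of at least 50% and at least 75% of replicates reaching 50%; inconclusive = only one of the two criteria met; inactive = both criteria failed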;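 note: plate controls were DMSO neutral control for no effect and GW8510 at 10 µM for full effect; many of its hits are not listed in these tables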
Keap1 Nrf2 FP = Keap1-Nrf2 protein-protein interaction inhibitors, primary screen, biochemical, fluorescence polarization, single point; inhibition, % at 9.4 µM; AID 504523, 2011; Keap1 Kelch-Nrf2 peptide fluorescence polarization, 1536-well; Kelch-like ECH-associated protein 1 (Homo sapiens), Q14145; 340,000 compounds, 0.15% hits; in the data active = inhibition above about 12%; inconclusive = no clear call, values can overlap the other calls; inactive = below about 7.3%;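 note: human Keap1 Kelch domain with fluorescein labeled Nrf2 9mer peptide probe; 0% = neutral control wells and 100% = peptide positive control; higher means more block of Keap1 binding to Nrf2 peptide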
Target sequence (Q14145 whole entry, looked up, the tested form may be a part): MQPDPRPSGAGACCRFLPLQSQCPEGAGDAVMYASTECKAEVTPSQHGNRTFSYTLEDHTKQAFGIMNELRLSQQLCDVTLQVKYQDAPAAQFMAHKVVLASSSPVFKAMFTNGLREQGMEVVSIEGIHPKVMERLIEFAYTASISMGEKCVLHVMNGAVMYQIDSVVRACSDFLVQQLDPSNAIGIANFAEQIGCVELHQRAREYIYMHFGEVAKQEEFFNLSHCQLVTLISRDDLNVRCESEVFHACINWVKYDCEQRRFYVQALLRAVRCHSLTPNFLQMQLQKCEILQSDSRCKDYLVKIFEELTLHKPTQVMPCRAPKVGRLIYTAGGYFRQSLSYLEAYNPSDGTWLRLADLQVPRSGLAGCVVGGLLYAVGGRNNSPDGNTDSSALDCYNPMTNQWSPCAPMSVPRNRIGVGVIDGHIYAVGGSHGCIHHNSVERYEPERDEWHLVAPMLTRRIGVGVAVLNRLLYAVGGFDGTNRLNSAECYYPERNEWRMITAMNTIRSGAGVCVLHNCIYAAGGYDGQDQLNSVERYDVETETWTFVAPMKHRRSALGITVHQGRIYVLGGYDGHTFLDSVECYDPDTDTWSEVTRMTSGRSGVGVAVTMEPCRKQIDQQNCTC
PfHsp90 set2 = growth inhibition of PfHsp90-expressing yeast, primary screen, antimalarial PfHsp90 inhibitor project, S. cerevisiae, BacTiter-Glo luminescence, single point, set 2. BacTiter-Glo ATP, 48 h; yeast lacking PDR1 and PDR3 efflux regulators. inhibition, % at 9.4 µM. 310,000 compounds, 0.32% hits. AID 504621, 2011;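 active = every replicate shows inhibition above about 80%, whatever the replicate mean, limit read from the data; inconclusive = mean inhibition reaches the set limit but some replicate falls short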;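 note: 0% = DMSO neutral controls and 100% = 20 µM radicicol positive controls; yeast relying on Plasmodium falciparum Hsp90 in place of its own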
PvdQ inh = P. aeruginosa PvdQ acylase inhibitors, primary screen, biochemical, fluorescence, plate reader and imaging, single point. 340,000 compounds, 0.063% hits. inhibition, % at 10 µM. purified PvdQ acylase. PvdQ acylase [Pseudomonas aeruginosa LESB58]. AID 488965, 2010; in the data active = inhibition above about 30%, passing the limit was not always enough; inconclusive = no clear call, values can overlap the other calls;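 note: 0% = vehicle neutral wells and 100% = reference inhibitor wells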
LANA DNA inh = inhibitors of KSHV C-LANA binding to DNA, primary screen, biochemical, fluorescence polarization, FAM-LBS DNA, MBP-C-LANA, single point. Kaposi's sarcoma herpesvirus LANA C-terminal domain (residues 932-1162) DNA binding. inhibition, % at 9 µM. 340,000 compounds, 0.078% hits;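 active = highest replicate inhibition at or above 60% at 9 µM, even if other replicates fall short; inactive = all replicates below 60% inhibition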;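 note: 0% = neutral control wells and 100% = 4 µM acridine orange control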
Rtt109 HAT inh = inhibitors of C. albicans Rtt109/Vps75 HAT, primary screen, biochemical, ThioGlo CoA-SH fluorescence, plate reader; Histone acetyltransferase RTT109 (Candida albicans (strain SC5314 / ATCC MYA-2876)), …; purified Rtt109/Vps75, 4 h; inhibition, % at 34.9 µM; 330,000 compounds, 0.16% hits;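 active = inhibition of at least 50% in every replicate; inconclusive = best replicate reaches 50% inhibition but some replicates fall short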
Target sequence (Q5AAJ8 whole entry, looked up): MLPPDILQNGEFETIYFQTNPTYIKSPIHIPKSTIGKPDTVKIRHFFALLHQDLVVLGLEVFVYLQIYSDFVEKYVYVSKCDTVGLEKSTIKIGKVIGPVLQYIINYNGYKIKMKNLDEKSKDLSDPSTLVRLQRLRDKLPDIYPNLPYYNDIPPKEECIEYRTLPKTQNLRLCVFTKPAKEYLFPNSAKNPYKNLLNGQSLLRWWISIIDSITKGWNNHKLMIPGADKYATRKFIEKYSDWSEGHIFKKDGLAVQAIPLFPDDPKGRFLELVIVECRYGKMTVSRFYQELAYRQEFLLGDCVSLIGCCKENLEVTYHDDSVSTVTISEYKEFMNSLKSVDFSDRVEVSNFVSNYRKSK
RTF Ca sens inh = cardiac RTF calcium sensitivity inhibitors, primary screen, biochemical, IANBD-TnC fluorescence, EC70 calcium. inhibition, % at 7.15 µM. Troponin I, cardiac muscle (Homo sapiens) + Troponin T, cardiac muscle (Homo sapiens) + …. IANBD-labeled cardiac RTF, Ca2+ fluorescence. 340,000 compounds, 0.12% hits. AID 493244, 2011;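 active = inhibition above the mean inhibition of all tested compounds plus 3 SD, cut at about 17% in these data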;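 note: assay run at fixed EC70 calcium of 1.6 mM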
RTF Ca sens act = cardiac RTF calcium sensitivity activators, primary screen, biochemical, IANBD-TnC fluorescence, EC20 calcium. Troponin I, cardiac muscle (Homo sapiens) + Troponin T, cardiac muscle (Homo sapiens) + …. IANBD-labeled TnC RTF fluorescence at EC20 calcium; 0% EC20 calcium, 100% full calcium. activation, % at 7.2 µM. 340,000 compounds, 0.24% hits;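 active = activation above the mean over all tested compounds plus 3 SD, cut at about 30% in these data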;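 note: rise in fluorescence read as greater calcium sensitivity of cardiac thin filaments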
* hit, by the source's call; ? = inconclusive; nt = no result given.

SMILES | SUMO Mot1 rescue | NSD2 HMT inh | dFosB act | CDK5 p35 inh | Keap1 Nrf2 FP | PfHsp90 set2 | PvdQ inh | LANA DNA inh | Rtt109 HAT inh | RTF Ca sens inh | RTF Ca sens act
COc1ccc(C2CC(=O)Oc3c(C(CCN4CCOCC4)c4cc(OC)c(OC)c(OC)c4)c(OC)cc(OC)c32)cc1 (centres undefined) | -10 | nt | -2 | -0.9 | -4 | nt | -4 | 1.3 | 8 | -3 | 11
Cc1ccc(NC(=S)/N=C(\N)Nc2nc(C)c3cc(C)c(C)cc3n2)cc1C | -4 | -1 | -4 | -9.7 | -2 | -5 | -10 | -1.0 | -3 | 6 | 5
COc1ccc(CNC(=O)CSc2nnc3c(n2)[nH]c2ccc(OC)cc23)cc1 | 152 | -1 | 40* | 0.7 | 0 | 14 | -8 | 2.2 | -3 | -6 | 1
CCCn1cnc2cc(NCc3ccc(Br)cc3)ccc21 | -1 | 8 | -2 | 1.0 | -1 | -8 | -5 | 0.1 | -3 | -1 | -2
Cc1nc2ccc(Br)cn2c(=O)c1Cl | -20 | -3 | -3 | -5.4 | -2 | 2 | -2 | -1.0 | -5 | -3 | -3
O=S(=O)(c1ccc(SCc2ccc(Br)cc2)nc1)N1CCOCC1 | 1 | 1 | -2 | 0.0 | -7 | -8 | -11 | -0.3 | 1 | -11 | -1
CCc1nn(CC(=O)NCCC2=CCCCC2)c(=O)c2cc3cc(F)ccc3n12 | 2 | -1 | 41* | -0.5 | -4 | -12 | -14 | -0.2 | 5 | -8 | -3
CCOc1cccc2c1OC1(C)CC2NC(=O)N1c1cccc(C(=O)N2CCN(c3ccccn3)CC2)c1 (centres undefined) | 154 | -1 | -4 | -0.8 | -4 | -9 | -9 | 0.5 | -1 | -1 | -2
O=C(O)COc1ccc(/C=N/Nc2nc(Nc3ccccc3)nc(N3CCCCC3)n2)cc1 | -12 | 2 | -10 | 0.3 | 1 | 20 | 8 | 0.0 | 32 | 7 | -2
c1ccc(CCNc2nc3ccccc3n3nnnc23)cc1 | 11 | 0 | -4 | -2.0 | -3 | nt | -6 | 5.5 | 7 | -6 | 7
CCN1/C(=C/c2ccc3cc(C)ccc3[n+]2CC)Sc2cc(C)ccc21 | nt | 38 | -37 | -1.4 | -19 | 94* | -23 | -9.4 | 82* | -105 | 51*
O=C1NCCCC1C(=O)N1CCN(C(c2ccccc2)c2ccccc2)CC1 (centres undefined) | 9 | nt | 5 | -2.2 | 2 | -22 | -12 | 1.6 | -13 | -6 | 9
Cc1c(-c2ccc(Cl)cc2)oc(=O)c2c(N)n(-c3ccccc3)nc12 | 1 | 0 | 1 | -1.7 | -3 | -12 | -14 | -1.8 | -3 | -4 | -1
COc1ccc(C2Nc3cccc4cccc(c34)N2)cc1 | 11 | 6 | ? | 2.2 | -6 | -5 | -9 | -0.4 | -5 | -9 | -2
O=C(Nc1ccc(Cl)cn1)Nc1ccccc1Cl | 59 | 0 | 9 | -3.7 | -6 | 9 | 7 | 1.0 | 2 | -8 | 7
Cc1cc(Cl)ccc1C(=O)C1CCCN(C(=O)/C=C/c2cnn(C)c2)C1 (centres undefined) | 44 | 0 | -11 | 0.0 | -4 | 10 | -10 | 0.8 | -1 | 2 | 0
CCCn1c(CCC(=O)O)ccc1-c1ccc(F)cc1 | -6 | 5 | -1 | 1.1 | 0 | -9 | -7 | 2.4 | -17 | -9 | 2
O=C(NCCN1CCCCC1)Nc1ccc(Br)cc1 | 14 | 1 | 1 | 0.2 | -2 | 13 | -13 | -1.6 | 3 | -5 | 1
CCC(C)NC(=O)[C@@H]1CSC2c3ccccc3C(=O)N21 (some centres undefined) | 127 | 4 | 6 | 1.5 | -2 | 6 | -20 | 0.8 | -5 | -2 | 5
O=C(NC1CCCCCCC1)c1cccc(S(=O)(=O)N2CCOCC2)c1 | nt | -2 | -4 | 0.7 | -2 | -6 | -14 | 0.6 | 7 | -1 | -3
O=C(O)c1cccnc1NC1CCCC1 | 10 | nt | 2 | 3.8 | -3 | nt | 2 | 1.6 | nt | -12 | 1
CCCCCn1c(=O)[nH]c2cc(C(=O)NCCCN3CCCCC3)ccc2c1=O | -4 | nt | -4 | -2.0 | -2 | 3 | -18 | -1.7 | -2 | 9 | 3
Cc1ccccc1N1CCN(c2ccccc2NC(=O)/C=C\C(=O)O)CC1 | nt | -6 | -13 | 0.1 | 1 | -21 | -9 | -0.5 | 5 | -4 | 1
COc1cccc(Nc2nnc(Cc3cccnc3)c3ccccc23)c1 | 699 | 2 | 2 | 1.0 | -2 | -9 | 5 | 0.4 | 9 | -4 | 0
Cc1ccccc1CSc1nnc(-c2cccnc2)n1N | 1 | 3 | -8 | -0.5 | -4 | 13 | -12 | 1.8 | -6 | -3 | -3

(list continues)
SMILES | SUMO Mot1 rescue | NSD2 HMT inh | dFosB act | CDK5 p35 inh | Keap1 Nrf2 FP | PfHsp90 set2 | PvdQ inh | LANA DNA inh | Rtt109 HAT inh | RTF Ca sens inh | RTF Ca sens act
Cc1ccc(-c2cn(-c3ccccc3F)c(=S)[nH]2)cc1 | 9 | 0 | -2 | 3.4 | -2 | -16 | 21 | -0.8 | -1 | -1 | 5
O=C(Nc1ccc(Cl)c(Cl)c1)Nc1ccccn1 | -10 | -7 | -6 | 0.8 | 0 | -20 | -13 | 0.5 | 2 | -12 | 3
CS(=O)(=O)N(Cc1cccc(CN(C(C(=O)O)c2ccccc2)S(C)(=O)=O)c1)C(C(=O)O)c1ccccc1 (centres undefined) | -1 | nt | 1 | 0.2 | -4 | 21 | -6 | -0.8 | -1 | -2 | 6
O=C1CCCC(O)=C1N=Nc1cccc(S(=O)(=O)N2CCOCC2)c1 | -28 | 2 | -4 | -0.2 | 0 | 0 | 13 | -0.2 | 47 | -3 | 0
CCc1ccc(CNCCNC(=O)c2ccco2)cc1 | nt | 0 | -9 | -0.6 | -2 | 7 | -6 | 3.2 | 24 | 0 | -2
O=C(NC(=S)Nc1ccccn1)c1cccc([N+](=O)[O-])c1 | 3 | 0 | 1 | -2.4 | -5 | -7 | -11 | -0.2 | -5 | -14 | 0
O=C(Nc1nc2ccc(S(=O)(=O)N3CCCC3)cc2s1)C1CCCO1 (centres undefined) | 586 | 1 | -2 | 4.7 | -1 | 2 | 9 | -1.0 | 13 | 4 | 2
Cc1cc2c(cc1S(=O)(=O)NCCc1ccc(Cl)cc1)OCC(=O)N2 | -8 | nt | 3 | 1.2 | -6 | 46 | -3 | 0.0 | -1 | 2 | 4
COC(=O)c1cn(-c2nc(C)c3c(n2)CCC3)nn1 | nt | 31 | -5 | 0.2 | -4 | nt | -14 | -1.2 | 3 | 1 | -2
COc1cc(C2=NOC(C(=O)Nc3ccc4c(c3)OCO4)C2)cc(OC)c1OC (centres undefined) | -6 | 2 | -11 | -0.1 | 3 | 3 | -18 | 1.0 | -6 | 0 | -1
COc1ccc(N2C(=O)CC2(/C=C/c2ccccc2OC)C(=O)NC2CCCC2)cc1 (centres undefined) | -2 | 0 | -5 | 1.0 | 1 | 7 | -16 | 0.6 | 17 | -2 | 0
Cc1cc(C)n2nc3nc(N4CCCC4)nc(-c4ccccc4)c3c2n1 | 612 | nt | -6 | -1.4 | -3 | -8 | -4 | 1.0 | 2 | 1 | 1
CC(/C=C1\SC(=S)N(C(C(=O)O)C(C)C)C1=O)=C\c1ccccc1 (centres undefined) | -23 | nt | -6 | -2.5 | -2 | 7 | -13 | 1.4 | -3 | -6 | 1
O=C(O)/C(=C\c1cccc([N+](=O)[O-])c1)c1ccc(S(=O)(=O)N2CCCCC2)s1 | 9 | 4 | -5 | -3.2 | -1 | 21 | -3 | 1.4 | 0 | -5 | -1
CN(C)S(=O)(=O)c1ccc(N2CCCC2)c(C(=O)N2CCN(S(=O)(=O)c3ccc(F)c(F)c3)CC2)c1 | nt | -3 | -12 | 0.6 | 1 | -2 | -1 | -2.4 | 16 | -6 | 4
CCOCCCNC(=S)Nc1cc(OCC)c(NC(=O)c2ccco2)cc1OCC | 1 | -1 | -2 | 2.5 | -5 | 6 | 12 | -0.9 | 7 | -2 | 2
COc1cc(Cn2cnnn2)ccc1O | nt | -1 | 4 | 1.7 | -2 | -14 | -6 | -1.2 | 4 | -10 | 1
CC(=O)c1ccc(NS(=O)(=O)c2ccc3c(c2)CCC(=O)N3)cc1 | -16 | 5 | -5 | -4.0 | -9 | -2 | 0 | 0.2 | -2 | 3 | 5
COc1ccc(NC(=O)CSc2ccc3nnc(-c4ccccn4)n3n2)cc1OC | -4 | 0 | -6 | -2.0 | -2 | -9 | -25 | -1.6 | -3 | 4 | 1
CC1(C)CC(=O)C2=C(C1)c1c(ccc3ccccc13)NC2c1ccc(OCC(=O)O)cc1 (centres undefined) | 14 | 11 | -4 | -2.2 | -2 | -6 | -14 | 0.9 | -1 | -6 | 2
CN(CCc1ccccc1)C(=O)c1ccc(NC(=O)Cc2ccc(NC(=O)C3CCN(S(=O)(=O)c4cccc([N+](=O)[O-])c4)CC3)cc2)cc1 | nt | nt | 4 | 0.7 | 0 | -3 | 15 | -3.0 | -1 | -1 | -6
CCN(CC(=O)Nc1ccc(NC(C)=O)cc1)C(=O)c1cc(C)on1 | 192 | 0 | 0 | 0.4 | 1 | -4 | -8 | -0.9 | -8 | -4 | 1
Cc1ccc(S(=O)(=O)NCC(=O)OCCOc2ccccc2F)cc1 | -6 | -8 | -9 | 0.2 | -3 | -7 | -17 | -2.5 | 0 | -7 | 0
CC1CCC2(CC1)NC(=O)N(CC(=O)NC(C)c1ccc(F)c(F)c1)C2=O (centres undefined) | 2 | 0 | -9 | -7.6 | -1 | 2 | -11 | -1.6 | 3 | -6 | -2
